CBFb RUNX1 block: blocks binding between human CBF-beta and RUNX1; Potency, µM (highest dose often 59.8 µM), for the others: at the top dose activity, negative = inhibition, usual class: inhibitors; AID 1477; AlphaScreen CBFb-His/RUNX1-biotin binding, biochemical; 230,000 tested, under 10 active; Q01196+Q13951; also: % of control where 0% means no effect
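Compounds were screened at multiple concentrations against a preformed CBF-beta(His)/RUNX1(biotin) complex (30 nM of each) for 15 min at room temperature, followed by 90 min with nickel and streptavidin beads and AlphaScreen reading.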
Tau FP inhib: blocks human tau fibril formation measured by polarization; P10636; 280,000 tested, 0.39% active; Potency, µM (series often up to 57.7 µM), for inactives: at the highest dose activity, negative = inhibition, usual class: inhibitors; K18 P301L tau heparin fibrillization, Alexa594 FP, 6 h; also: potency is read from the fitted curve at half-maximal effect; % is scaled to controls: 0 for no effect and ±100 for the full control effect; nearly all actives have a fitted effect of over 55% in size
Target sequence (P10636 561-689 P618L limits assumed): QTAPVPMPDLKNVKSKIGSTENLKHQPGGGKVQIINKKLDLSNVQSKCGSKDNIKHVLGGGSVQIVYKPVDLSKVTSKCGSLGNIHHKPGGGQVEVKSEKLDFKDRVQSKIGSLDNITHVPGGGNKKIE
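FP of Alexa 594-tau after heparin (20 uM) induction. Substrate: human K18 P301L, 15 uM unlabeled, 0.24 uM labeled. Buffer 100 mM sodium acetate pH 7. 6 hr, 37 C.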
TexasRed fluor: counter-screen for TRb-SRC2 inhibitors: fluorescence interference; Potency, µM (doses to about 106 µM), inactives show at the top dose fluorescence change, negative = quenching; 280,000 tested, 0.29% active; AID 1479; TRb/SRC2 Texas Red total fluorescence interference; active = well fitted curve in either direction with a large enough effect; inconclusive = small, poorly fitted or top-dose-only effect; also: potency is read from the fitted curve at half-maximal effect; % is scaled to controls: 0 for no effect and ±100 for the full control effect
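Human TRβ ligand-binding domain (0.6 uM) and Texas Red SRC2 peptide (20 nM) in Tris buffer with 1 uM T3 and 5% DMSO were incubated with pinned compound for 5 hr at ambient temperature. Total fluorescence was computed as S + 2P (555/632 nm).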
Tau fluor counter: counter-screen for tau fibril formation inhibitors | 280,000 tested, 0.93% active | tau K18 P301L (four-repeat tau fragment) Alexa594 fluorescence, heparin fibrillization | Potency, µM (highest dose often 57.7 µM), for the others: at the highest dose activity change, negative = decrease | AID 1463; also: potency is read from the fitted curve at half-maximal effect; % is scaled to controls: 0 for no effect and ±100 for the full control effect; nearly all actives have a fitted effect of over 55% in size
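Human K18 P301L tau (15 uM unlabeled plus 0.24 uM Alexa 594-labeled, final) in 100 mM sodium acetate pH 7 was mixed with compound and 20 uM heparin and incubated 6 hr at 37 C.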
NPSR antagonist: antagonists of human neuropeptide S receptor cAMP signaling. Q6W5P4. CHO-NPSR cells, cAMP TR-FRET, antagonist mode. Potency, µM (top dose mostly 38.3 µM), without a hit: top-dose activity change, negative = inhibition, usual class: inhibitors. 220,000 tested, 1% active. AID 1461; also: potency is read from the fitted curve at half-maximal effect; % is scaled to controls: 0 for no effect and ±100 for the full control effect; nearly all actives have a fitted effect of over 50% in size; many of its hits are not listed in these tables
Target sequence (Q6W5P4 whole entry, looked up): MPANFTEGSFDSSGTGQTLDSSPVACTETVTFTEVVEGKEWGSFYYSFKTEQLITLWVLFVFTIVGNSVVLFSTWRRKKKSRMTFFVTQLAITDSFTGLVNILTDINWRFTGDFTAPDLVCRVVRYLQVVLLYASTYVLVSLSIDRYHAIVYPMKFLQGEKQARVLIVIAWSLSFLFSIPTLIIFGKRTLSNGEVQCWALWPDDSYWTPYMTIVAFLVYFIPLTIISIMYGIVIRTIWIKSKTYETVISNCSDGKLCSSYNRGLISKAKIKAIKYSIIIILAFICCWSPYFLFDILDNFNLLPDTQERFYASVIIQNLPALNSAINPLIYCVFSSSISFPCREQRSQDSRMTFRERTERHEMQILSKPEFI
TRb SRC2 PPI: disrupts binding of human TR beta to SRC2; TRbeta-SRC2 peptide binding, fluorescence polarization; receptor liganded with 1 µM T3; Potency, µM (top dose mostly 106 µM), for the others: top-dose activity change, negative = inhibition, hits mostly inhibitors; 280,000 tested, 0.065% active;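 also: potency is read from the fitted curve at half-maximal effect; plate controls were bound peptide for no effect and peptide without receptor for full effect; nearly all actives have a fitted effect of over 50% in size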
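Fluorescence polarization of 20 nM Texas Red SRC2 peptide with 0.6 uM human TRb ligand-binding domain, in Tris buffer with 1uM T3 and 5% DMSO. Incubated 5 hr ambient; normalized to unbound and bound controls.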
Epigenetic reg: derepresses silenced GFP reporter in murine cells. murine LDR cells, GFP reporter derepression, 30 h. Potency, µM (series often up to 53.9 µM), inactives show at the top dose GFP activation, usual class: activators. 280,000 tested, 0.2% active; also: potency is read from the fitted curve at half-maximal effect; % of control where 0% means no effect; nearly all actives have a fitted effect of over 60% in size
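Readout is the number of GFP-expressing murine LDR cells, counted by cytometry following washing. Cells were treated with compound for 30 h at 37 C; the stably integrated CMV-GFP locus is normally silent.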
aGal spleen mod: alpha-galactosidase A (human) modulation | human spleen homogenate, 4MU-alpha-Gal fluorescence, 40 min | Potency, µM (titrated, usually from 80 µM), without a hit: top-dose activity change, negative = inhibition, most hits filed as inhibitors | 240,000 tested, 0.008% active | P06280;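 also: potency is read from the fitted curve at half-maximal effect; 0% = enzyme with vehicle and -100% = no enzyme basal signal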
Target sequence (P06280 32-429 limits assumed): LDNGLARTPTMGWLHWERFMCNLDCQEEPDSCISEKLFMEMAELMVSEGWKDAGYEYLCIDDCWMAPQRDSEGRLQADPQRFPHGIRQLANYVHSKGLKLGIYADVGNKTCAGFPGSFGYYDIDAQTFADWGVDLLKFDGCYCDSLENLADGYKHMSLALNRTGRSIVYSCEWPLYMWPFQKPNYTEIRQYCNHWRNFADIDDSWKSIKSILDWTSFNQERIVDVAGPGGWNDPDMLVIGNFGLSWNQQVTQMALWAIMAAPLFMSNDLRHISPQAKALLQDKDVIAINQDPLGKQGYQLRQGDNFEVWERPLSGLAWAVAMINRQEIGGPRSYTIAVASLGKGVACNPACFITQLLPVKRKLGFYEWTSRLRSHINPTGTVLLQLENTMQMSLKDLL
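Human spleen homogenate (1 ug) as enzyme source, 4-methylumbelliferyl-alpha-D-galactopyranoside 1 mM final, citrate/phosphate pH 5.0 with 0.01% Tween-20. Compounds 40 min at 37C, NaOH/glycine stop; fluorescence Ex 365/Em 440, Hill-fit AC50.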
* marks the source's active call; other numbers are inactive results; ? = inconclusive; . = no result given; [ ] = dose if it differs, or a comment. Unless noted, calls follow the shape of the dose curve; as a rule, active = well fitted curve in the direction sought with a large enough effect; inconclusive = small, poorly fitted or top-dose-only effect, or another doubt; inactive = no such curve, though single readings can be large; an effect the other way counts as inactive or inconclusive. A portion of the library, so the mix of outcomes need not match the whole.

1) O=C(CN1CCOc2ccccc21)NCc1ccco1
2) CCOc1ccc2nc(NC(=O)CS(=O)(=O)c3ccc(C)cc3)sc2c1
3) Fc1ccccc1-c1nc2ccccc2[nH]1
4) COc1ccc(N(CC(=O)NC2CCCC2)C(=O)c2ccc(N3CCCCC3)nc2)cc1
5) COc1ccc(/C=N/NC(=O)CSc2ccccc2)cc1OC
6) O=C(Nc1ccccc1F)Nc1ccccc1Br
7) Cc1cccc(-n2c(SCC(=O)c3ccccc3)nnc2-c2ccc(Br)cc2)c1
8) CCOc1cc(Br)c(CC(=O)O)cc1OCC
9) Cc1ccc(-c2csc3ncnc(-n4cnc5ccccc54)c23)cc1
10) COC(=O)c1c(NC(=O)c2cc(=O)c3c(C)cc(C)cc3o2)sc2c1CCCC2

screen / no.	1	2	3	4	5	6	7	8	9	10
CBFb RUNX1 block	-1%	-4%	1%	4%	9%	4%	.	1%	2%	.
Tau FP inhib	-9%	3%	14%	9%	-2%	0%	-4%	1%	3%	-4%
TexasRed fluor	2%	-2%	0%[53 µM]	1%	-4%	0%	-1%	-1%	-2%	6%
Tau fluor counter	-8%	-28%	13%	-6%	-2%	-1%	7%	16%	-4%	2%
NPSR antagonist	-2%[46.1 µM]	-11%[46.1 µM]	-11%	-5%[7.67 µM]	5%	-10%	.	12%	-23%[46.1 µM]	.
TRb SRC2 PPI	2%	-10%	-5%[53 µM]	2%	7%	0%	-1%	-3%	1%	8%
Epigenetic reg	1.7%	-7.8%	1.4%	0.9%	0.0%	-1.9%	-1.3%	-2.6%	-0.9%	3.7%
aGal spleen mod	12%	-1%	-15%	-3%	-6%	-7%	.	3%	2%	.

11) Cn1c(NC(=O)c2cccc(C(F)(F)F)c2)cc(=O)n(C)c1=O
12) CN(CC(=O)O/N=C(\N)c1cccc([N+](=O)[O-])c1)S(=O)(=O)c1ccccc1
13) CCCc1nc2c([nH]1)c(=O)n(C)c(=O)n2C
14) CCCCCOC(=O)Nc1nnc(CCCCC)s1
15) O=C(/C=C/c1ccco1)Nc1ccc(Cl)c(S(=O)(=O)N2CCOCC2)c1
16) COc1cccc(NC(=O)Nc2nnc(CC(=O)NCc3ccccc3)s2)c1
17) N#Cc1ccc(CSc2nnc(NC(=O)c3ccc(=O)[nH]c3)s2)cc1
18) Cc1c(C(=O)O)cccc1-n1c(C)cc(C=O)c1C
19) COc1ccc(Cc2noc(CN(C)Cc3ccc(-n4cccn4)cc3)n2)cc1OC
20) Cc1onc(-c2ccccc2Cl)c1C(=O)OCC(=O)c1c(N)n(C)c(=O)n(C)c1=O

screen / no.	11	12	13	14	15	16	17	18	19	20
CBFb RUNX1 block	4%	-7%	11%	4%	-6%	11%	6%	0%	1%	2%
Tau FP inhib	-2%	5%	1%	8%	-20%	?	-4%	-4%	4%	-1%
TexasRed fluor	-4%	-2%	-1%	-3%	-1%	1%	3%	-3%	-9%	-9%
Tau fluor counter	-1%	-28%	-13%	-5%	?	-12%	-26%	-3%	-9%	-12%
NPSR antagonist	-2%[46.1 µM]	-7%[46.1 µM]	-21%	-18%[46.1 µM]	-33%	6%	22%	10%	12%	-18%
TRb SRC2 PPI	11%	1%	1%	-12%	6%	3%	1%	-5%	1%	-2%
Epigenetic reg	-1.0%	-1.0%	2.8%	3.5%	-0.5%	1.4%	-0.3%	-0.4%	0.1%	-1.5%
aGal spleen mod	-3%	16%	-15%	-9%	9%	-4%	7%	-1%	-8%	2%

21) O=S(=O)(NCC1CCCO1)c1ccc(-c2ccc(Cl)cc2)cc1 (stereo not given)
22) Clc1cccc(CSC2=NCCCN2)c1
23) Cc1ccc(CNC(=O)C(=O)NCC2OCCN2S(=O)(=O)c2ccc3c(c2)OCCO3)cc1 (stereo not given)
24) CNC(=O)COC(=O)c1ccc(Cl)c(S(=O)(=O)N2CCCC2)c1
25) Cc1ccc(NCCC(=O)c2ccc(Cl)cc2)cc1C
26) COc1ccc(OC)c(NC(=S)N(CCc2c(C)[nH]c3ccccc23)Cc2cccs2)c1
27) Cn1c(=O)n(C)c2cc(NC(=O)C(F)(F)F)ccc21
28) Cc1cccc(C)c1NC(=O)CN1C(=O)NC(C)(CCc2ccccc2)C1=O (stereo not given)
29) COc1cc(C(C)=O)ccc1OCCN1CCC(Cc2ccccc2)CC1
30) COc1cc([C@@H]2C[C@H]3CN(c4ccccc4)C(=O)[C@]34CCCN24)cc(OC)c1OC

screen / no.	21	22	23	24	25	26	27	28	29	30
CBFb RUNX1 block	9%	1%	2%[2.36 µM]	-1%	2%	4%[2.36 µM]	0%	2%	7%	8%
Tau FP inhib	12%	-4%	4%	4%	6%	3%	5%	1%	-4%	-2%
TexasRed fluor	-1%	-4%	0%	-1%	-4%	0%	0%	1%	-4%	-1%
Tau fluor counter	-7%	-1%	-11%	-7%	-9%	7.1µM*[quencher]	4%	5%	0%	4%
NPSR antagonist	-14%	12%[46.1 µM]	8%	12%	-4%[46.1 µM]	-17%	0%[46.1 µM]	5%	-29%	22%
TRb SRC2 PPI	-5%	1%	-7%	2%	-4%	1%	-18%	0%	2%	1%
Epigenetic reg	-1.5%	0.0%	-1.9%	2.4%	-1.1%	4.0%	-1.1%	1.2%	-0.3%	3.6%
aGal spleen mod	4%	-6%	0%	3%	-6%	-2%	-14%	10%	2%	-2%

31) COc1cccc(OCCSc2nc3ccccc3c(=O)[nH]2)c1
32) O=c1c(Br)c(N2CCOCC2)cnn1-c1ccccc1
33) CCCn1c(SCN2C(=O)c3ccccc3C2=O)nc2cc(Cl)ccc2c1=O
34) O=C(OCCN1C(=O)c2ccccc2C1=O)c1cccs1
35) CCN(CC)S(=O)(=O)c1cccc(-c2nnc(SCC(=O)NCCC3=CCCCC3)n2N)c1
36) Cc1onc(-c2ccccc2Cl)c1C(=O)N1C=CC(C(F)(F)Cl)=NCC1
37) CCCCc1ccc(NC(=O)N[C@H](C(=O)O)C(C)CC)cc1 (stereo not given in full)
38) Cc1ccc(NC(=O)CSc2ncnc3c2sc2ccccc23)cc1C
39) Cc1c(CCNC(=O)Cc2ccc(F)cc2)sc2nc(-c3ccc(F)cc3)nn12
40) Cc1cccc(CCNC(=O)c2nc(-c3ccc(Cl)cc3)n3c2CCCCC3)c1

screen / no.	31	32	33	34	35	36	37	38	39	40
CBFb RUNX1 block	4%	2%	3%	6%	-7%	4%	3%	.	.	.
Tau FP inhib	-15%	2%	2%	4%	3%	-5%	4%	-19%	-3%	1%
TexasRed fluor	-1%	-1%	1%	-1%	-2%	0%	3%	-4%	-1%	-6%
Tau fluor counter	-1%	-2%	-11%	-7%	-6%	-4%	5%	-3%	-8%	-9%
NPSR antagonist	-42%	27%	?	-9%[46.1 µM]	-4%[46.1 µM]	-24%[46.1 µM]	-12%[46.1 µM]	.	.	.
TRb SRC2 PPI	-5%	6%	2%	-1%	1%	5%	-15%	3%	-2%	3%
Epigenetic reg	1.6%	1.1%	-3.2%	-1.9%	1.0%	0.0%	-7.9%	?	3.2%	-1.2%
aGal spleen mod	8%	1%	-2%	?	12%	4%	5%	.	.	.

3 compounds already listed, sorted by molecular weight, rising.
40) Cc1cccc(CCNC(=O)c2nc(-c3ccc(Cl)cc3)n3c2CCCCC3)c1
33) CCCn1c(SCN2C(=O)c3ccccc3C2=O)nc2cc(Cl)ccc2c1=O
35) CCN(CC)S(=O)(=O)c1cccc(-c2nnc(SCC(=O)NCCC3=CCCCC3)n2N)c1

screen / no.	40	33	35
CBFb RUNX1 block	.	3%	-7%
Tau FP inhib	1%	2%	3%
TexasRed fluor	-6%	1%	-2%
Tau fluor counter	-9%	-11%	-6%
NPSR antagonist	.	?	-4%[46.1 µM]
TRb SRC2 PPI	3%	2%	1%
Epigenetic reg	-1.2%	-3.2%	1.0%
aGal spleen mod	.	-2%	12%

(continued)
41) Cc1nnc(NC(=O)c2sc3ccccc3c2Cl)s1
42) COc1cc(Cl)c(C)cc1NC(=O)CSc1ccccc1
43) Cc1cc(F)ccc1NC(=O)C1CCCN(C(=O)c2cnn(-c3ccccc3)c2-n2cccc2)C1 (stereo not given)
44) c1ccc(C(c2ccccc2)N2CCN(c3nc4ccccc4n4cnnc34)CC2)cc1
45) CCOC(=O)C(=NC1CCS(=O)(=O)C1)NNc1cc(Cl)ccc1Cl (stereo not given)
46) Cc1nc(CN(C)C(=O)c2cc(COc3c(F)cccc3F)on2)cs1
47) CCCn1c2c(c(O)c(C(=O)Nc3ccc(OCC)cc3)c1=O)CCCC2
48) Oc1ccc(/C=N/Nc2ccnc3cc(Cl)ccc23)cc1O
49) CN1CCNC(=O)C1CC(=O)O (stereo not given)
50) N#C/C(=C\N1CCN(Cc2ccc3c(c2)OCO3)CC1)c1nc2ccccc2s1
51) COc1ccc(N2C(=O)[C@@H]3[C@H](C2=O)[C@H]2C=CC=NN2[C@@H]3C(=O)Nc2ccc(Cl)cc2)cc1
52) COc1ccc(-n2cc(CN(C)Cc3n[nH]c(=O)[nH]3)c(-c3cccc(F)c3)n2)cc1

screen / no.	41	42	43	44	45	46	47	48	49	50	51	52
CBFb RUNX1 block	2%	2%	.	5%	1%	13%	4%	?	3%	?	-15%	2%
Tau FP inhib	6%	0%	-7%	?	?	0%	2%	13%	6%	0%	-14%	-6%
TexasRed fluor	-1%	0%	-3%	-6%	-1%	-5%	-1%	-8%	-2%	5%	-4%	-2%
Tau fluor counter	-18%	-12%	-4%	-14%	?	2%	-9%	16µM*[quencher]	3%	?	-23%	-23%
NPSR antagonist	6%[7.67 µM]	-49%	.	-7%[46.1 µM]	-33%	2%	-19%[46.1 µM]	-18%	1%[46.1 µM]	-24%[46.1 µM]	10%[7.67 µM]	26%
TRb SRC2 PPI	3%	-1%	8%	-4%	-4%	-3%	4%	-8%	-8%	5%	1%	11%
Epigenetic reg	-1.0%	0.0%	-4.1%	-0.3%	0.9%	1.1%	1.3%	4.8%	-1.2%	?	?	1.5%
aGal spleen mod	3%	-16%	.	?	-4%	4%	5%	7%	3%	5%	-1%	-2%
